FBPA Giardia inh – Giardia lamblia aldolase inhibition | A8B2U2 | purified Giardia FBPA | Potency, µM (series often up to 59.6 µM), inactives show at the highest dose activity, negative = inhibition, actives largely listed as inhibitors | 290,000 compounds, 0.71% hits | AID 2451; note: potency is the fitted concentration of half-maximal effect; nearly all actives have a fitted effect of over 55% in size
Target sequence (A8B2U2 whole entry, looked up): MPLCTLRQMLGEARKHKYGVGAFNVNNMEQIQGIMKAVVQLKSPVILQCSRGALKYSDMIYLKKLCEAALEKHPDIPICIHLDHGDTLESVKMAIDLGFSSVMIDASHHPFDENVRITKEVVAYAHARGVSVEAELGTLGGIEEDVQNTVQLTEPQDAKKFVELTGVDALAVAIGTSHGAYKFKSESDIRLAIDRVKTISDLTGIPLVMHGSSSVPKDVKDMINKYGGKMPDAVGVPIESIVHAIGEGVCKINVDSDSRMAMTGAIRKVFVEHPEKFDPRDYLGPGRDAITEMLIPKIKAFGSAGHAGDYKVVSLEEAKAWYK
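Giardia FBPA (40 nM reagent) was preincubated 10 min at RT with compound (up to 57.5 uM final), then substrate plus GAPDH/TPI/NAD/arsenate coupling system with diaphorase/resazurin was added; resorufin fluorescence (525/598 nm) was read after 20 min.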
HCMV antiviral – blocks human cytomegalovirus replication; 410,000 compounds, 4.5% hits; HFF cells, HCMV-luciferase reporter, 72 h; active compounds read low; AID 1259415; activity change, negative = inhibition, % at 57.5 µM; in the data active = activity change below about -60%; inconclusive = no clear call, values can overlap the other calls; inactive = above about -39%
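Steps: HFFs plated, 16 h 37C; compounds added; HCMV-luciferase added to MOI 1 PFU/cell; 72 h 37C; OneGlo reagent, 5 min room temperature; luminescence read, normalized to controls.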
AmpC inh no detg – inhibitors of E. coli AmpC beta-lactamase without detergent; AmpC nitrocefin hydrolysis, absorbance 480 nm, 0.0001% Triton; Potency, µM (series often up to 57.1 µM), for the others: top-dose activity change, negative = inhibition, actives largely listed as inhibitors; 330,000 compounds, 0.52% hits;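 note: potency is the fitted concentration of half-maximal effect; plate controls were no compound for no effect and no enzyme for full effect; nearly all actives have a fitted effect of over 20% in size; some results filed as inactive show a strong effect at the top dose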
Target sequence (P00811 whole entry, looked up): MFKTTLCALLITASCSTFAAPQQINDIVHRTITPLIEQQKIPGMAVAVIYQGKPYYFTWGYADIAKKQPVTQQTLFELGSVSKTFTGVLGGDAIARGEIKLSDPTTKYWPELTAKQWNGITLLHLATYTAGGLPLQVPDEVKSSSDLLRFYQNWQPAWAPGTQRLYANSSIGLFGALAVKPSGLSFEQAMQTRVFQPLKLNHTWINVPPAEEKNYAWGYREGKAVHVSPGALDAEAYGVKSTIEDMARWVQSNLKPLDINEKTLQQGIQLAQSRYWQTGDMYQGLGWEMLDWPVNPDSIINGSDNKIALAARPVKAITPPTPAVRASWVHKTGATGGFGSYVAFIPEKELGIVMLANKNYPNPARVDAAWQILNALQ
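20 mM phosphate pH 7.0 + 0.01% (detergent screen) or 0.0001% Triton X-100; 5.3 nM AmpC reagent; cpd preinc 15 min RT; nitrocefin (800 uM stock) to start; A480 q20 s × 4 min; Activity was normalised to no-enzyme and no-compound control wells.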
Sm TGR block – inhibitors of Schistosoma mansoni thioredoxin glutathione reductase. Q962Y6. purified TGR, DTNB reduction, TNB absorbance 405 nm. 360,000 compounds, 3% hits. Potency, µM (titrated, usually from 114 µM), for the others: at the highest dose activity change, negative = inhibition, usual class: inhibitors; note: potency is the fitted concentration of half-maximal effect; nearly all actives have a fitted effect of over 60% in size
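Kinetic colorimetric format: TGR-catalysed, NADPH-driven DTNB reduction monitored via TNB absorbance. Enzyme dispensed at 20 nM; compound exposure 15 min at room temperature before reaction start.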
AmpC inh detg – AmpC beta-lactamase inhibition with detergent present; 370,000 compounds, 0.041% hits; Potency, µM (series often up to 114 µM), for inactives: at the top dose activity change, negative = inhibition, hits mostly inhibitors; P00811; AmpC hydrolysis of nitrocefin, absorbance 480 nm, 0.01% Triton; AID 485294;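 note: potency is the fitted concentration of half-maximal effect; 0% = no-compound wells and -100% = no-enzyme wells; nearly all actives have a fitted effect of over 25% in size; some results filed as inactive show a strong effect at the top dose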
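20 mM phosphate pH 7.0 + 0.01% (detergent screen) or 0.0001% Triton X-100; 5.3 nM AmpC reagent; cpd preinc 15 min RT; nitrocefin (800 uM stock) to start; A480 q20 s × 4 min; Activity was normalised to no-enzyme and no-compound control wells.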
AMA1-RON2 inh – disrupts binding of P. falciparum AMA1 to RON2; AlphaScreen AMA1-biotinylated RON2 peptide binding; Potency, µM (doses to about 58.2 µM), for the others: at the highest dose activity change, negative = inhibition, hits mostly inhibitors; 360,000 compounds, 0.2% hits; AID 720542;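 note: potency is the fitted concentration of half-maximal effect; 0% = vehicle wells and -100% = peptide control; nearly all actives have a fitted effect of over 45% in size; some results filed as inactive show a strong effect at the top dose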
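AMA1 (3D7) with his tag at 25 nM final met compounds first, then biotinylated RON2 peptide at 25 nM; detection used donor plus acceptor beads, 10 µg/mL apiece, read by AlphaScreen after 30 min at room temperature.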
Active calls of the source: *; ? = inconclusive; . = no result given; & = joins results of further samples; [ ] = another dose, or the depositor's remark. Unless noted, calls come from the whole dose curve; as a rule, active = well fitted curve in the direction sought with a large enough effect; inconclusive = small, poorly fitted or top-dose-only effect, or another doubt; inactive = no such curve, though single readings can be large; an effect the other way counts as inactive or inconclusive. Unless noted, % is set by controls: 0 for no effect and ±100 for the full control effect.

SMILES	FBPA Giardia inh	HCMV antiviral	AmpC inh no detg	Sm TGR block	AmpC inh detg	AMA1-RON2 inh
Cc1ccc(S(=O)(=O)Nc2ccc(C(=O)NCCCN3CCOCC3)cc2)cc1[N+](=O)[O-]	.	-21	-17%	1%	1%	20%
O=C(c1cccc(Cl)c1)C1CCCN(C(=O)c2ccc3c(c2)OCO3)C1 (stereo unspecified)	.	-12	36%	3%	-1%	-7%
O=C(COC(=O)COc1cc(Cl)c(Cl)cc1Cl)NC1CC1	.	21	-1%	.	.	-13%
CCN(CC(=O)NCc1ccc(F)cc1)C(=O)c1ccc2c(c1)OCO2	.	-12	-13%	3%	6%	12%
N#CC1(C#N)COC23CCCCC2C1(C#N)C(=N)O3 (stereo unspecified)	?	168	-23%	56µM*	?	-1%
Cc1c(NC(=O)c2ccc(OC(C)C)cc2)cccc1-c1nc2ncccc2o1	.	-20	.	0%	3%	.
Cc1ccc(C)c(NC(=O)C2CCCN(c3nc4ccccc4s3)C2)c1 (stereo unspecified)	.	30	.	-3%	1%	.
CC(=O)N(c1nc(CCl)cs1)c1cccc(C)c1C	-1%	18	17%	-20%	-2%	-11%
CCOC(=O)c1c(C)[nH]c(C(=O)CN(C)CC(=O)Nc2ccccc2Cl)c1C	.	126	42%	-7%	2%	32%[activator]
Cc1cccc(C(CC(=O)O)NC(=O)C(F)(F)F)c1 (stereo unspecified)	-5%	-35	-11%	2%	-3%	20%
COC(=O)c1c(NC(=O)C2CC2)sc2c1CCN(C(C)=O)C2	-3%	87	8%	-4%	-11%	-3%
O=C(COC(=O)c1ccccc1[N+](=O)[O-])NNC(=O)c1cccs1	-5%	.	-6%	3%	3%	25%
CC(C)C(=O)Nc1nnc(S(=O)(=O)N2CCc3ccccc32)s1	-28%	-28&9	-28%	-2%&2%	?	3%
O=C1NC(=O)c2cc(Br)cc3cccc1c23	6%	-4	-12%	-12%	-10%	-2%
CCCCCCn1c(CN2CCN(CCO)CC2)nc2c1c(=O)n(C)c(=O)n2C	5%	5	71%[activator]	-1%	-8%	34%[activator]
CCOC(=O)N1CCN(C(=O)COC(=O)c2ccccc2NCCO)CC1	.	33	16%	-1%	-3%	0%
O=C(NCCc1nc2ccccc2n1Cc1ccccc1F)c1ccc(F)cc1	.	?	.	-3%	6%	.
O=C(NC1CC1)C1C2C3C4CC5C3C5C4C12 (stereo unspecified)	-1%	-6	-12%	0%	-6%	4%
O=C(CCC(=O)Nc1ccc(Cl)cc1Cl)N/N=C/c1ccc([N+](=O)[O-])o1	?	-77*	-16%	?	-15%	9%
COc1ccc(CNC(=O)[C@H](C)NC(=O)N2CCn3c2nc2ccccc23)cc1	.	-17	56%	-13%	3%	44%[activator]
O=C(C[C@H]1C/C=C\CC[C@H](Cc2ccc(F)cc2)C(=O)O[C@@H](c2ccccc2)CNC1=O)N[C@H](CO)Cc1ccccc1	.	-36	141%[activator]	.	.	7%
C[C@@H](N)C(=O)NC[C@H]1O[C@@H](n2cnc3c(N)ncnc32)[C@H](O)[C@@H]1O	.	3	-13%	.	.	8%
COC(=O)c1c(-c2cccs2)csc1NC(=O)CN1CCOCC1	7%	-15	112%[activator]	1%	?	-11%
CC(=O)N(CCC(Cc1ccccc1)c1ccc2c(c1)OCO2)Cc1ccccc1F (stereo unspecified)	-2%	44	39%	-4%	-5%	-3%
COc1ccc(S(=O)(=O)c2cn(Cc3ccccc3)c3cc(F)c(F)cc3c2=O)cc1	.	-2	.	-1%	-2%	.
COc1cccc(NC(=O)CSc2ncnc3c2cnn3Cc2ccccc2)c1	-6%	-3	-53%	0%	-2%	17%
COc1cccc(C2CC(=O)N3CN(c4ccccc4F)CSC3=C2C#N)c1 (stereo unspecified)	3.2µM*	-4	-42%	35µM*	?	5%
O=[N+]([O-])c1cccc(C(=S)N2CCN(c3ccccc3F)CC2)c1	2%	?	-9%	9%	?	?
Cc1[nH]c2c(C)cccc2c1CCNC(=O)c1cc2ccccc2oc1=O	.	19	.	10%	-2%	.
O=C(NCc1ccccc1)c1ccc(N2C(=O)C3CCCCC3C2=O)cc1 (stereo unspecified)	5%	-12	-11%	8%	-1%	12%

Compound profiles (already shown). Values in the order: FBPA Giardia inh, HCMV antiviral, AmpC inh no detg, Sm TGR block, AmpC inh detg, AMA1-RON2 inh
CCOC(=O)N1CCN(C(=O)COC(=O)c2ccccc2NCCO)CC1 as listed: ., 33, 16%, -1%, -3%, 0%
O=C(CCC(=O)Nc1ccc(Cl)cc1Cl)N/N=C/c1ccc([N+](=O)[O-])o1 as listed: ?, -77*, -16%, ?, -15%, 9%
COc1cccc(NC(=O)CSc2ncnc3c2cnn3Cc2ccccc2)c1 as listed: -6%, -3, -53%, 0%, -2%, 17%
O=[N+]([O-])c1cccc(C(=S)N2CCN(c3ccccc3F)CC2)c1 as listed: 2%, ?, -9%, 9%, ?, ?
O=C(NCCc1nc2ccccc2n1Cc1ccccc1F)c1ccc(F)cc1 as listed: ., ?, ., -3%, 6%, .

Carrying on:
SMILES	FBPA Giardia inh	HCMV antiviral	AmpC inh no detg	Sm TGR block	AmpC inh detg	AMA1-RON2 inh
Cn1c(=O)[nH]c(=O)c2c1nc(Br)n2CCOc1ccccc1	0%	34	-21%	-18%	-2%	8%
CC(C)Oc1ccc(CN2CCC(n3nccc3NC(=O)c3cccnc3)CC2)cc1	.	-30	63%[activator]	1%	-11%	-6%
C[C@@H]1CN(Cc2nc(-c3ccc(Cl)cc3)no2)C[C@H](C)O1	2%	-14	41%	-3%	3%	?
O=C(CN1CCOCC1)Nc1nc(-c2ccccc2)cs1	-11%	2	-13%	-17%	-8%	0%
O=C(O)c1cc(O)c2c(c1)[C@@H]([C@H]1c3cc(C(=O)O)cc(O)c3C(=O)c3c(O[C@@H]4O[C@H](CO)[C@@H](O)[C@H](O)[C@H]4O)cccc31)c1cccc(OC3O[C@H](CO)[C@@H](O)[C@H](O)[C@H]3O)c1C2=O (stereo partly specified)	.	-5	1.4µM*	?	?	?
Cc1ccc(NC(=O)CCC(C(=O)O)N2C(=O)c3ccccc3C2=O)cc1 (stereo unspecified)	8%	-6	-19%	-17%	?	-12%
COC(=O)C1=NNC2(c3ccc(Cl)cc3)C(=O)N(c3ccc(Cl)cc3)C(=O)C12 (stereo unspecified)	0%	-25	-49%	9%	-4%	-1%
CSc1nc2nc3c(c(=O)n2[nH]1)CN(Cc1ccccc1)CC3	-8%	16	-18%	2%	-7%	0%
O=C(Nc1ccccc1)c1ccc(NCc2cccnc2)c(S(=O)(=O)N2CCOCC2)c1	0%	0	52%	-12%	-4%	-12%
C=CCNC(=O)COc1ccc(S(=O)(=O)Nc2ccc(OCC)cc2)cc1	5%	-23	1%	3%	-1%	-1%
N#CCCn1cc(/C=N/NC(=O)c2ccncc2)c(-c2ccc(F)cc2)n1	7%	?	-9%	?	-9%	92%[activator]
COc1ccc(-c2cn3c(C)c(C(=O)Nc4cccc(C)n4)sc3n2)cc1	-21%	?	111%[activator]	2%	-5%	-3%
O=[N+]([O-])c1ccccc1S(=O)(=O)NCCc1ccncc1	-5%	-20	-5%	-2%	8%	23%
COc1ccc(NC(=O)c2nn(C)cc2[N+](=O)[O-])cc1	7%	-29	-15%	-1%	-7%	0%
CCOc1cc(C(c2c(C)[nH][nH]c2=O)c2c(C)[nH][nH]c2=O)ccc1OS(=O)(=O)c1ccccc1	-13%	-7	-46%	-16%	-9%	19%
Cc1cc(=O)n2[nH]c(-c3ccc(F)cc3)nc2n1	-28%	88	-7%	0%	?	6%
COc1nccnc1NS(=O)(=O)c1ccc(NCc2cc(Br)ccc2O)cc1	4%	85	-30%	9%	-6%	2%
COc1ccc(OC)c(C(=O)NC(CC(N)=O)c2ccc(NC(C)C)c([N+](=O)[O-])c2)c1 (stereo unspecified)	5%	-15	23%	-25%	?	-6%
O=C(O)c1ccc(CNC(=O)c2ccc(S(=O)(=O)N3CCCCC3)cc2)cc1	.	-7	-14%	1%	3%	-8%
COC(=O)CN1C(c2ccc(Cl)cc2)=Nc2ccc(Cl)cc2C1c1ccccc1 (stereo unspecified)	-10%	85	-24%	4%	1%	-7%
CCOC(CNc1ncnc2sc(-c3ccccc3)cc12)OCC	5%	-72*	14%	?	5%	9%
CC(=O)Nc1ccc(S(=O)(=O)NCc2nc(-c3ccc(C)cc3)no2)cc1	.	-1	-28%	3%	-2%	1%
Cc1onc(-c2ccccc2)c1C(=O)Nc1cccc(S(=O)(=O)NC2=NCCC2)c1	.	-6	-20%	0%	8%	17%
COc1cccc(C2c3c(-c4ccccc4O)n[nH]c3C(=O)N2Cc2cccnc2)c1 (stereo unspecified)	.	12	.	-1%	22%	.
Cc1cc(N2CCN(c3ccccc3)CC2)nc(-n2nc(C)cc2C)n1	16%	-34	95%[activator]	0%	?	0%
NS(=O)(=O)c1ccc(CCNC(=S)Nc2ccccc2)cc1	-6%	-7	-13%	?	?	-4%
Cc1ccc2c(CC(=O)N3CCN(S(=O)(=O)c4cccs4)CC3)coc2c1	-1%	11	-2%	-3%	3%	1%
Cc1cc(C)c2sc(N(CCCN(C)C)C(=O)c3ccc(S(=O)(=O)N(C)C4CCCCC4)cc3)nc2c1	.	-5	307%[activator]	1%	-12%	-28%
Cc1ccc(S(=O)(=O)CCC(=O)N2CCN(c3nc4c(C)c(C)ccc4s3)CC2)cc1	.	10	.	?	3%	.
CCOC(=O)c1ccc2c(c1)NCc1cccc(OC)c1O2	-8%	43	-27%	3%	-13%	-5%
Cc1ccc(NC(=O)C2CC(=O)N/C(=N/N=C/c3ccco3)S2)cc1C (stereo unspecified)	-5%	-4	-49%	-5%	6%	60%[activator]
CCC(=O)N1CCc2cc(Br)cc(S(=O)(=O)N3CCCC(C(=O)N(C)c4ccc(Br)cc4)C3)c21 (stereo unspecified)	.	-34	.	-7%	4%	.
COCc1cc(C)nc2sc(C(=O)Nc3ccccc3F)c(N)c12	-7%	-14	40%	-5%	?	22%
COc1cc(/C=N/Nc2ccc([N+](=O)[O-])cc2S(=O)(=O)N2CCOCC2)cc(OC)c1OC	-12%	32	-20%	-17%	-8%	21%
CCOC(=O)c1cnc2ccc(OCC)cc2c1N1CCN(c2ccccc2OC)CC1	-3%	.	99%[activator]	0%	?	-15%
CCCC(=O)Nc1cc(-c2nnc(OC)c3ccccc23)ccc1N1CCCCC1	1%	.	-18%	-5%	5%	.
CCOC(=O)c1ccc(NC(=O)CC2COc3ccccc3O2)cc1 (stereo unspecified)	-7%	-27	-14%	-3%	-2%	-4%

Random excerpt: 2 entries already listed.
SMILES	FBPA Giardia inh	HCMV antiviral	AmpC inh no detg	Sm TGR block	AmpC inh detg	AMA1-RON2 inh
CCC(=O)N1CCc2cc(Br)cc(S(=O)(=O)N3CCCC(C(=O)N(C)c4ccc(Br)cc4)C3)c21 (stereo unspecified)	.	-34	.	-7%	4%	.
COCc1cc(C)nc2sc(C(=O)Nc3ccccc3F)c(N)c12	-7%	-14	40%	-5%	?	22%
